Cneo AK release = Cryptococcus neoformans cell lysis inducers, primary screen, AK release luminescence, single concentration; C. neoformans lysis, adenylate kinase release luminescence, 4 h; normalised: neutral wells 0, clomiphene wells 100; lysis activity, % at 15 µM; 360,000 tested, 0.2% active; AID 651654, 2012;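 active = mean lysis activity across replicates of at least 80%, whatever share of replicates individually reach that level; inactive = mean lysis activity below 80%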
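Assay system: C. neoformans cells. Amount: yeast cell density of 5 × 10^6 cells/mL. Technique: AK luminescence. Buffer or medium: YPD. Times: static 4 h at 37 °C with compound, 1 h detection. Dosing: single-point compound dose. Read-out: lysis from increased AK signal.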
EWS-Fli block = EWS/Fli-driven NR0B1 reporter inhibitors, primary screen, A673 cells, NR0B1 luciferase, luminescence, MLPCN library; inhibition, % at 12.6 µM; viability-normalised; 350,000 tested, 0.67% active;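 active = mean inhibition of at least 50% after viability correction, with every replicate also passing that limit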;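 note: firefly luciferase signal divided by Alamar Blue viability fluorescence both relative to DMSO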
FN deposit inh = inhibitors of fibronectin matrix deposition, primary screen, AH1F cells, Alexa488-fibronectin fluorescence, plate reader; AH1F fibroblasts, overnight; inhibition, % at 12.6 µM; 350,000 tested, 0.086% active;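 active = mean inhibition across replicates of 30% or more, regardless of how many single replicates reach that level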;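 note: positive control wells lacked labelled fibronectin entirely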
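Material: AH1F fibroblast monolayer depositing Alexa488-labelled fibronectin into matrix | Input: 10000 AH1F cells/well | Medium: DMEM plus 2% serum, read in PBS | Reagent: Alexa488-fibronectin, 24 nM final in well | Compound dosing: One dose per compound, pinned | Schedule: 1 h adhesion, overnight exposure | Measured by: Fluorescence at 485 nm excitation, 525 nm emission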
LGR2 antag = inhibitors of bursicon-induced LGR2 CRE-luciferase signal, primary screen, cell-based, HEK293, CRE-luciferase reporter, bursicon stimulation | inhibition, % at 9.99 µM | bursicon-stimulated, 4 h | 380,000 tested, 0.35% active;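 active = drop in luminescence signal, shown as inhibition above about 50% in the replicate tests, limit read from the data, passing the limit was not always enough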;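 note: agonist challenge used bursicon conditioned medium at about half maximal strength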
miR-122 sensor = miR-122 Renilla sensor signal increase in Huh7, primary screen, miR-122 inhibitor project, cell-based, single point, plate reader; 340,000 tested, 0.3% active; activation (reporter increase), % at 12.5 µM; Huh7 miR-122 Renilla luciferase sensor, 48 h; neutral wells = 0, positive control = 100;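 active = mean replicate activation score at least 90 and every replicate individually at or above 90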;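 note: higher luciferase means less miR-122 activity so hits act as miR-122 inhibitors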
PAX8 inh HTS = inhibitors of PAX8-driven TPO luciferase reporter, primary screen, RMG-I cells, single concentration; inhibition, % at 12.6 µM; 360,000 tested, 1.2% active; SteadyGlo, 24 h; AID 652154, 2013;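 active = mean replicate inhibition at least 60% with every replicate also reaching 60%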;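 note: luciferase light reporting Pax8 driven TPO promoter activity; plate controls were median of neutral control wells for no effect and mitoxantrone controls for full effect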
CASP6 VEID inh = human caspase-6 inhibitors, primary screen, biochemical, VEID-R110 fluorescence, single point, set 2 | 350,000 tested, 0.53% active | P55212 | inhibition, % at 12.5 µM | purified caspase-6, Z-VEID-R110 cleavage fluorescence | AID 686996, 2013;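 active = mean inhibition across replicates at least about 35%, with every replicate also reaching that limit, limit read from the data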;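 note: 0% = median of neutral control wells and 100% = no fluorescence left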
Target sequence (P55212 24-179 limits assumed): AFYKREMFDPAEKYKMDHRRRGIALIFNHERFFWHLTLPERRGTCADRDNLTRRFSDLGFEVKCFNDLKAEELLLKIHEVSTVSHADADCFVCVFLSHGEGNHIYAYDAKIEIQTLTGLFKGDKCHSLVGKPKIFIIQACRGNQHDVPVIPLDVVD
Target sequence (P55212 194-293 limits assumed): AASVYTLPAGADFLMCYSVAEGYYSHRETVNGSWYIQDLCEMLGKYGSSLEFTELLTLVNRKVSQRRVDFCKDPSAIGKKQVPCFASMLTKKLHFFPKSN
PGC1a acetyl inh = inhibitors of PGC1a acetylation signal, primary screen, cell-based, U2OS, AlphaScreen, inhibitor mode. inhibition, % at 15.6 µM. AlphaScreen anti-acetyl-lysine; with virally co-expressed GCN5 acetyltransferase. 350,000 tested, 0.17% active;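 active = every replicate shows inhibition of at least 40%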;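 note: 0% = neutral control wells and 100% = positive control wells; some results beyond the cut were filed as inactive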
* marks the source's active call; other numbers are inactive results; . = not tested or not shown; [ ] = dose if it differs, or a comment.

SMILES | Cneo AK release | EWS-Fli block | FN deposit inh | LGR2 antag | miR-122 sensor | PAX8 inh HTS | CASP6 VEID inh | PGC1a acetyl inh
CC(C)(C)c1ccc(/C=C2/SC(N3CCCC3)=NC2=O)cc1 | -2 | 8 | 9 | -6 | 2 | -6 | 4 | 24
Cc1ccc2nc(N/C(=N/S(=O)(=O)c3cccs3)c3ccccc3Cl)sc2c1 | -1 | 1 | -1 | -1 | 6 | -22 | 2 | -10
CC(C)NC(=O)N1CCCCN2[C@@H](CO)[C@@H](c3ccc(C#Cc4ccccc4F)cc3)[C@@H]2C1 | 8 | -4 | . | -2 | 23[16.7 µM] | 7 | 2 | -2
COc1ccc(NC(=O)COc2ccccc2Cc2ccccc2)cc1S(N)(=O)=O | 0 | 39 | -2 | -34 | 15 | 2 | -2 | -6
CCOC(=O)C1CCN(C(=O)c2cccc(S(=O)(=O)N(CC)c3ccccc3)c2)CC1 | 2 | 5 | . | -2 | 8 | -8 | -111 | 12
O=C1C2CCCN2C(=O)N1CCCCN1CCN(c2ccc(F)cc2)CC1 (centres undefined) | 0 | -2 | -1 | 8 | -3 | 32 | 1 | 5
CCN(CC)S(=O)(=O)c1ccc(NC2c3ccccc3C(=O)N2Cc2ccc3c(c2)OCO3)cc1 (centres undefined) | 7 | 5 | 1 | -1 | . | -17 | 0 | .
COc1cc([N+](=O)[O-])c2ncsc2c1 | . | -7 | -13 | -10 | . | 5 | 2 | .
COc1ccc(C2Nc3ccc4ccccc4c3-c3c2c(=O)oc2ccccc32)cc1 (centres undefined) | 0 | . | . | 9 | 0 | . | . | -7
CC(=O)C1=CCC(c2ccc(Cl)cc2)N(S(=O)(=O)c2ccccc2)C1 (centres undefined) | 0 | -21 | -9 | 2 | 9 | -8 | 0 | -10
Cc1noc(C)c1NC(=O)N(C)C[C@@H]1Oc2ccc(NC(=O)Nc3ccccc3)cc2CC(=O)N([C@H](C)CO)C[C@@H]1C | 2 | -3 | -3 | -7 | 10[16.7 µM] | -23 | -2 | -2
CCN(CC)S(=O)(=O)c1ccc(NC2=NS(=O)(=O)c3ccccc32)cc1 | 3 | 4 | . | -6 | 29 | . | 2 | -14
O=C(NC1CCN(C(=O)Nc2cccc(Cl)c2)CC1)C1CCCCC1 | -3 | 0 | -5 | -1 | . | -6 | -2 | .
CC(=C/c1ccccc1)/C=N/Nc1nc(N2CCCCC2)nc(N2CCCCC2)n1 | -1 | 4 | 0 | 9 | 5 | -8 | -2 | -1
C[C@@H]1CN([C@@H](C)CO)C(=O)c2cc(C#Cc3ccncc3)cnc2O[C@H]1CN(C)C(=O)c1ccccc1F | -3 | -2 | 0 | 0 | -1[16.7 µM] | 22 | 2 | 31

Ordered by length of the SMILES (low to high): three of the compounds above
SMILES | Cneo AK release | EWS-Fli block | FN deposit inh | LGR2 antag | miR-122 sensor | PAX8 inh HTS | CASP6 VEID inh | PGC1a acetyl inh
O=C(NC1CCN(C(=O)Nc2cccc(Cl)c2)CC1)C1CCCCC1 | -3 | 0 | -5 | -1 | . | -6 | -2 | .
CC(=C/c1ccccc1)/C=N/Nc1nc(N2CCCCC2)nc(N2CCCCC2)n1 | -1 | 4 | 0 | 9 | 5 | -8 | -2 | -1
Cc1ccc2nc(N/C(=N/S(=O)(=O)c3cccs3)c3ccccc3Cl)sc2c1 | -1 | 1 | -1 | -1 | 6 | -22 | 2 | -10

Next section
SMILES | Cneo AK release | EWS-Fli block | FN deposit inh | LGR2 antag | miR-122 sensor | PAX8 inh HTS | CASP6 VEID inh | PGC1a acetyl inh
CCO/C(C)=N/Oc1cncnc1 | 7 | -7 | -3 | 3 | 0 | -3 | 1 | -3
Cc1ccc(N(C(=O)c2csnn2)C(C(=O)NC2CCCCC2)c2ccco2)cc1 (centres undefined) | -1 | 23 | -1 | 4 | 0 | 4 | 0 | .
C[C@H]1CN([C@@H](C)CO)C(=O)c2cc(NS(=O)(=O)c3cccs3)ccc2O[C@@H]1CN(C)Cc1ccncc1 | 1 | -10 | . | 3 | -9[16.7 µM] | . | . | 3
Cc1c(NC(=O)C(C)Sc2nc(N)cc(=O)[nH]2)c(=O)n(-c2ccccc2)n1C (centres undefined) | 2 | -11 | 7 | 4 | . | -6 | 1 | .
CC(=O)OCC(=O)N1CCN(c2ccc([N+](=O)[O-])cc2)CC1 | . | -3 | 4 | 4 | . | 4 | -2 | .
O=C(CS(=O)(=O)c1cn(CC(=O)N2CCOCC2)c2ccccc12)NCc1ccc(F)cc1 | 5 | 3 | -11 | -6 | 1 | . | 2 | .
COc1ccc(N(CC(=O)N2CCN(c3ccc(F)cc3)CC2)S(=O)(=O)c2c(C)noc2C)cc1 | 0 | . | 0 | -17 | -1 | -6 | 0 | 2
C[C@H](CO)N1C[C@H](C)[C@H](CN(C)Cc2ccncc2)Oc2ccc(NC(=O)Nc3cccc4ccccc34)cc2CC1=O | -4 | . | . | 19 | 0[16.7 µM] | 42 | -1 | -1
C[C@@H]1CN([C@@H](C)CO)S(=O)(=O)c2ccc(C3=CCCCC3)cc2O[C@H]1CN(C)C(=O)c1ccccc1 | 0 | 9 | -12 | 7 | 16[16.7 µM] | . | 3 | 24
COc1ccc(OC)c(-c2cc(C(=O)Nc3c(C)n(C)n(-c4ccccc4)c3=O)no2)c1 | 2 | . | 1 | 32 | -6 | . | . | -1
CCN(CC)CCCN(C(=O)c1ccco1)c1nc(-c2ccc(C)cc2)cs1 | 17 | 6 | 2 | -1 | -2 | 2 | 6 | -21
COc1cc(S(=O)(=O)NC(Cc2c[nH]c3ccccc23)C(=O)O)ccc1NC(C)=O (centres undefined) | -1 | 3 | 1 | 6 | 1 | 4 | -1 | .
CCCn1c(=O)c2ccccc2n2c(Sc3nnnn3-c3ccccc3)nnc12 | 0 | . | -8 | . | 4 | . | . | 22
CCOc1ccc(NC(=O)c2ccc(N3CC4CC(C3)c3cccc(=O)n3C4)c(NC(=O)c3cccnc3)c2)cc1 (centres undefined) | -2 | 3 | 4 | -2 | 7 | 7 | -5 | -9
COc1ccc(-c2cc(C(F)F)n3ncc(C(=O)Nc4cnn(Cc5ccccc5)c4)c3n2)cc1 | . | -3 | 26 | -4 | . | 0 | -1 | .
COc1cccc(C(=O)Nc2ccc3c(c2)C(=O)N(C)[C@@H]2CC[C@@H](CC(=O)N[C@@H](C)c4ccccc4)O[C@H]2CO3)c1 | 45 | 12 | 9 | 2 | 14[16.7 µM] | 3 | 4 | 4
CC(C)NC(=O)Nc1ccc2c(c1)C(=O)N([C@@H](C)CO)C[C@H](C)[C@@H](CN(C)S(=O)(=O)c1ccccc1)OCCCC[C@H](C)O2 | -2 | 3 | 1 | -5 | 16[16.7 µM] | 11 | 2 | 10
C[C@@H]1CN([C@@H](C)CO)C(=O)Cc2cc(NC(=O)Nc3ccccc3)ccc2O[C@H]1CN(C)Cc1ccccc1 | 0 | 6 | . | 6 | -8[16.7 µM] | 9 | 2 | -6
O=[N+]([O-])c1cccc(S(=O)(=O)N/N=C/c2ccc(O)cc2)c1 | . | 6 | -2 | 17 | . | 2 | 2 | 9
COc1ccc(OC)c(-n2c(CNC3CCN(Cc4ccccc4)CC3)nc3ccccc3c2=O)c1 | 0 | . | 1 | -1 | 3 | . | . | -3
CCNC(=O)[C@@H]1[C@@H](CO)[C@@H]2Cn3c(ccc(-c4ccccc4)c3=O)[C@@H]2N1Cc1ccccn1 | -3 | -5 | . | -14 | 11[16.7 µM] | -2 | 6 | -4
CCOC(=O)C1=CCN(S(=O)(=O)c2ccccc2Br)C1c1ccc(Cl)cc1 (centres undefined) | . | 7 | -2 | -5 | . | -5 | 2 | .
Cc1ccc(CNC(=O)c2c(-c3ccccc3)sc3ccccc23)o1 | 4 | 7 | -18 | -9 | 1 | -10 | -1 | -23
CC(=O)Nc1cccc(S(=O)(=O)N2CCCCCC2)c1 | -5 | . | 3 | . | -2 | 15 | . | 0
Clc1ccc(/C=C/c2ncc[nH]2)c(Cl)c1 | -4 | -87 | 0 | -75 | -1 | -104 | -2 | 3
O=C(CCc1nc2ccccc2c(=O)[nH]1)NCCN1C(=O)S/C(=C\c2ccccc2Cl)C1=O | -3 | -40 | . | -4 | 1 | -8 | -1 | .
CC(C)COC(=O)N(C)C[C@H]1OCc2ccccc2-c2ccccc2C(=O)N([C@H](C)CO)C[C@H]1C | -4 | 1 | -14 | 0 | . | -19 | -1 | -4
Cc1cc(C(=O)N2CCCC(N3CCN(c4cccc(Cl)c4)CC3)C2)nn1C (centres undefined) | 1 | -16 | 2 | 2 | -1 | -10 | -4 | 1
CCOc1ccc(C2=Nn3c(CC)nnc3SC2)cc1 | -1 | 8 | -1 | -6 | . | 4 | -1 | .
N#C[C@@H]1[C@@H](c2ccc(-c3cncnc3)cc2)[C@H](CO)N1C(=O)C1CCCC1 | 0 | 7 | -4 | 1 | . | -13 | 0 | 12
O=C(NC1CCCCC1)C(c1ccncc1)N(Cc1ccc(F)cc1)C(=O)c1ccccn1 (centres undefined) | -1 | 13 | 1 | 12 | 0 | 3 | 4 | -6
O=S(=O)(CS(=O)(=O)Oc1ccccc1)Oc1ccccc1 | . | 0 | -4 | 37 | -4 | -14 | 5 | 4
CCCCNc1nccnc1-c1cccc(C=O)c1 | 1 | -8 | 5 | -10 | -5 | -18 | 4 | .
COCC(=O)Nc1ccc(N2CCN(c3ccccc3)CC2)c(F)c1 | 4 | -18 | -1 | -6 | -4 | -28 | 1 | 4
Cc1ccc(-c2ccc([C@H]3[C@H]4CN(S(=O)(=O)c5cccc(F)c5)CC(=O)N4[C@H]3CO)cc2)cc1 | . | -6 | . | 2 | . | 11 | . | -1
COc1ccccc1S(=O)(=O)N(C)C[C@@H]1OCc2cn(nn2)CCCC(=O)N([C@H](C)CO)C[C@@H]1C | -16 | -2 | 1 | 19 | 0[16.7 µM] | . | -1 | 1
CC(C)C[C@H]1CN(CCCC[C@H]2CNC(=O)C(=O)N2CCc2ccc(O)cc2)C(=O)C(=O)N1CCC1CCCCC1 | . | 5 | 1 | -3 | . | -7 | 6 | .
Cc1cccc(-c2nc(Nc3ccc(N4CCOCC4)cc3)c3ccccc3n2)c1 | -6 | . | 8 | -2 | 19 | 18 | . | .
O=C(COC(=O)C1c2ccccc2Oc2ccccc21)NC1CCS(=O)(=O)C1 (centres undefined) | -2 | . | -4 | . | -2 | 0 | . | 13
CCCCNC(=O)C1(C)CCC(=O)N1CCc1c[nH]c2ccccc12 (centres undefined) | 9 | -13 | -8 | -4 | -2 | 5 | -2 | -6
COC(=O)C1CCN(S(=O)(=O)CCNC(=O)c2ccc(F)cc2)CC1 | 7 | 1 | -3 | 0 | . | -2 | 3 | .
O=C(Nc1cccc([N+](=O)[O-])c1)N1CCCc2ccccc21 | -1 | -19 | 1 | -5 | -8 | 17 | -1 | .
Cc1cccc(Cc2cnc(N3C(=N)SC(C)C3=O)s2)c1 (centres undefined) | . | -3 | -1 | 3 | . | 0 | -1 | .

A second format for part of the listing above:
The line under a structure holds: Cneo AK release | EWS-Fli block | FN deposit inh | LGR2 antag | miR-122 sensor | PAX8 inh HTS | CASP6 VEID inh | PGC1a acetyl inh
> CCNC(=O)[C@@H]1[C@@H](CO)[C@@H]2Cn3c(ccc(-c4ccccc4)c3=O)[C@@H]2N1Cc1ccccn1
  -3 | -5 | . | -14 | 11[16.7 µM] | -2 | 6 | -4
> CCOC(=O)C1=CCN(S(=O)(=O)c2ccccc2Br)C1c1ccc(Cl)cc1 (centres undefined)
  . | 7 | -2 | -5 | . | -5 | 2 | .
